HUVEC prolif 384 – human endothelial cell proliferation inhibition | HUVEC proliferation, CellTiter-Glo luminescence, 72 h; stronger effect = lower value | viability, % at 10 µM (by protocol) | 1.1% of 86,000 active | AID 648;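 active means viability at or below 30%; inactive means viability above 30%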;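 further: 100% = median luminescence of DMSO-only cell control wells on each plate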
H69AR growth 86K – blocks growth of human H69AR lung tumor cells; H69AR lung tumor viability, ATP luminescence, 72 h; stronger effect = lower value; 6% of 85,000 active; viability, % at 10 µM;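 active means viability at or below 40%; inactive means viability above 40%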;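 further: multidrug resistant small cell line overexpressing MRP-1 efflux transporter; 100% = mean luminescence of untreated control wells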
sEH activator – soluble epoxide hydrolase (human) activation. purified human sEH enzymatic activity, activator screen. activation, % at 2 µM. 0.04% of 91,000 active. AID 717; in the data active means activation above about 37%; further: values of inactives mirror those of a sister screen read the other way
sEH inhibitor – blocks human soluble epoxide hydrolase activity; P34913; recombinant human sEH enzymatic activity assay; inhibition, % at 2 µM; 0.34% of 91,000 active; in the data active means inhibition above about 80%; further: values of inactives mirror those of a sister screen read the other way; many of its hits are not listed in these tables
PTPN22 act – increases human PTPN22 phosphatase activity; activation, % at 2 µM; 0.11% of 96,000 active; Q9Y2R2; AID 697; recombinant LYP, DiFMUP fluorescence; 0 = plate median, 100 = signal doubled;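 active means activation at 2 µM above a set limit, the mean plus 5 SD, cut at about 37% in these data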
Target sequence (Q9Y2R2 whole entry, looked up): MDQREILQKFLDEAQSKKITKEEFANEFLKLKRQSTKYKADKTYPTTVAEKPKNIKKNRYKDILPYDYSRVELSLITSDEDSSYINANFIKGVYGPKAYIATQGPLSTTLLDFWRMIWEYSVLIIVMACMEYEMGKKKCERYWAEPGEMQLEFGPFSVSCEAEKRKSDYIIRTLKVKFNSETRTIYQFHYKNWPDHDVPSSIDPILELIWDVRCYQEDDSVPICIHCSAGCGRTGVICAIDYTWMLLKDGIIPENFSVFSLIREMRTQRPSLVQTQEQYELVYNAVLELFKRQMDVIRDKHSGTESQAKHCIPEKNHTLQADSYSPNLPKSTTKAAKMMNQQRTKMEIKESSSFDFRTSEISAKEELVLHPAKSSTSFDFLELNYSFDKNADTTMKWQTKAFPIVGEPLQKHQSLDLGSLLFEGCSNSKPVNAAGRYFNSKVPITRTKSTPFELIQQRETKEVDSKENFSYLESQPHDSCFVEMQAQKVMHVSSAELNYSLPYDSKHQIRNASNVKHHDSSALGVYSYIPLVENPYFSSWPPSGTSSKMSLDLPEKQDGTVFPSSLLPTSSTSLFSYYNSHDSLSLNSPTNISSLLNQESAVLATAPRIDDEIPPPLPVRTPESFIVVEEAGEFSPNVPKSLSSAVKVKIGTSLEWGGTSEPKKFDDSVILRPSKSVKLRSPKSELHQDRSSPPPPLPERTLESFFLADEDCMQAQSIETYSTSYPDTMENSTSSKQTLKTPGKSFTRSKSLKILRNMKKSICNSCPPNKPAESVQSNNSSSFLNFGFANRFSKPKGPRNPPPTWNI
PostGolgi ctrl – yeast control strain growth, post-Golgi counter-screen | efflux-deficient yeast background strain, growth absorbance A615, 16 h | inhibition, % at 10 µM | 5% of 98,000 active | AID 738; in the data active means inhibition above about 30%
S1P2 agonist – agonists of human S1P2 receptor; O95136; S1P2-expressing cell line, agonist reporter read-out; activation, % at 4.5 µM; 0.46% of 97,000 active; AID 729; in the data active means activation above about 16%;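 further: 0% = vehicle low control and 100% = maximal reference agonist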
S1P2 antag – blocks the human S1P2 receptor. O95136. cell-based S1P2 antagonist assay, inhibition at 5 uM. inhibition, % at 5 µM. 0.21% of 97,000 active. AID 736; in the data active means inhibition above about 45%;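 further: CRE beta-lactamase reporter cells expressing human S1P2 stimulated with S1P; 0% = agonist at EC80 alone and 100% = agonist plus reference antagonist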
Fibroblast inh – blocks proliferation of human lung fibroblasts; viability, % at 10 µM; LL 47 human lung fibroblast viability, ATP luminescence; stronger effect = lower value; 1.1% of 85,000 active;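 active means viability at or below 50% in the single dose screen; inactive means viability above 50%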;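 further: compound exposure lasted 72 h before the ATP readout; 100% = median luminescence of untreated cell-only wells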
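Assay system: human lung fibroblast line LL 47, low passage. Input: 1,150 fibroblasts seeded per well. Times: overnight cell rest, 72 h compound treatment at 37 °C. Evaluation: % viability of median cell-only signal. Technique: luminescent ATP detection, CellTiter-Glo. Control set: cell-only wells, no compound.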
Numbers without * were called inactive; nt = not tested or not shown. This is a subset, so the mix of outcomes need not match the whole.

canonical_smiles	HUVEC prolif 384	H69AR growth 86K	sEH activator	sEH inhibitor	PTPN22 act	PostGolgi ctrl	S1P2 agonist	S1P2 antag	Fibroblast inh
COc1cccc(C(=O)N2CCN(Cc3ccccc3C(F)(F)F)CC2)c1	90	77	nt	nt	-7	15	-2	16	102
O=C(c1ccccc1)N1CCCCC(S(=O)(=O)c2ccccc2)C1=O (configuration not stated)	87	87	nt	nt	-5	8	-6	7	107
Cc1ncc(CSc2nnnn2-c2ccccc2)c(N)n1	98	83	0	2	-6	32*	-4	-10	106
COc1cc(-n2ccnc2SC)c(Cl)cc1Cl	nt	nt	-6	6	8	-1	-3	-10	nt
Cc1cc(NCCCN2CCOCC2)n2nc(C)c(-c3ccccc3)c2n1	94	22*	19	-17	3	8	1	-35	100
COc1ccc(C(=O)N2CCC(O)(c3ccc(F)cc3)CC2)cc1OC	95	73	-1	3	3	6	-5	-30	95
COC(=O)c1ccccc1NC(=O)NCC1CCCO1 (configuration not stated)	107	92	2	-1	-8	-5	-6	-3	99
Cc1ccccc1CN1CCN(CC(=O)NCc2ccco2)C1=O	104	93	1	-4	-10	2	-3	1	97
Clc1ccc(Sc2cc(Cl)c(-c3ccccc3)nn2)cc1	nt	nt	15	-16	-7	59*	3	1	nt
CCC(=O)c1ccccc1OCCCN1C(=O)NC(C)(C)C1=O	98	98	10	-12	17	19	-3	-16	99
O=C(CSc1nnc(-c2cccs2)n1-c1ccccc1)NCc1ccco1	89	76	-7	5	1	7	-5	-22	103
CCCC(CCC(=O)Nc1ccc(C(=O)OC)cc1)C(=O)O (configuration not stated)	97	117	-11	11	-4	10	-7	-3	101
CCNc1nc(NC(C)C)nc(Oc2ccc(/C=N/O)cc2)n1	104	81	-4	2	3	11	0	3	87
CCOc1ccc(C(=O)OCCN(C)C)cc1	98	116	-2	-4	-17	-3	-3	-8	98
Cc1nc2ccccc2n1CC(O)Cn1c(C(F)(F)F)nc2ccccc21 (configuration not stated)	91	87	-5	5	7	18	2	-20	95
O=C1C2C3C=CC(C3)C2C(=O)N1c1ccc2c(c1)OCO2 (configuration not stated)	nt	nt	nt	nt	7	0	-6	-3	nt
CCOCCn1c(CN(Cc2ccccc2)Cc2ccccc2)nc2c1c(=O)[nH]c(=O)n2C	92	52	4	-3	-4	15	-7	8	92
O=C(NCc1ccccc1)N[C@@H](Cc1c[nH]c2ccccc12)C(=O)O	93	99	1	-2	-6	8	-4	5	102
CCOC(=O)C(Cc1ccccc1)NC(C)=O (configuration not stated)	88	101	11	-12	-6	2	1	-20	89
CN1CCN(CCCC(=O)c2ccc(F)cc2)CC1	96	93	-11	10	-10	0	-9	10	108
COc1cccc(Nc2ncc(C(=O)O)c3ccccc23)c1	99	106	2	-4	5	-1	-5	-3	104
O=C(c1n[nH]c(=O)c2ccccc12)N1CCN(c2ccccc2)CC1	106	96	2	-2	3	0	-3	11	107
Cc1ccc(N(C(=O)C(F)(F)F)C(C(=O)NC2CCCCC2)c2cccs2)cc1 (configuration not stated)	nt	nt	0	3	-2	14	-4	-3	nt
CCCCCN1CC(O)=C(c2ccccc2)C1=N	111	89	-16	14	8	2	-4	-5	107
CC(C)n1cc(NC(=O)c2cc(-c3ccccc3)on2)cn1	70	21*	4	-4	-11	6	-4	-1	73
Cc1ccc(S(=O)(=O)NCCSC(C)(C)C)cc1	103	106	8	-6	-1	9	-3	-3	104
CCO/C=C/C(O)(CNC(=O)COc1ccccc1F)C(F)(F)F (configuration not stated)	96	92	-7	9	3	-1	-2	-1	97
CCOc1ccccc1CNC(=O)C1CCN(c2nc3ccccc3o2)CC1	86	74	nt	nt	-2	24	-3	-9	92
Cc1ccc(NC(=O)N2CCCC2C(=O)Nc2ccc(-n3cnnn3)c(C)c2)cc1 (configuration not stated)	92	100	-5	8	-2	nt	-1	9	104
Cn1c2ccccc2c2c(C(=O)N3CCN(c4ccccc4)CC3)cn(C3CCCC3)c(=O)c21	72	72	0	0	-4	22	-4	9	100

The last three compounds of the section before are carried over, then new ones follow:
canonical_smiles	HUVEC prolif 384	H69AR growth 86K	sEH activator	sEH inhibitor	PTPN22 act	PostGolgi ctrl	S1P2 agonist	S1P2 antag	Fibroblast inh
CCOc1ccccc1CNC(=O)C1CCN(c2nc3ccccc3o2)CC1	86	74	nt	nt	-2	24	-3	-9	92
Cc1ccc(NC(=O)N2CCCC2C(=O)Nc2ccc(-n3cnnn3)c(C)c2)cc1 (configuration not stated)	92	100	-5	8	-2	nt	-1	9	104
Cn1c2ccccc2c2c(C(=O)N3CCN(c4ccccc4)CC3)cn(C3CCCC3)c(=O)c21	72	72	0	0	-4	22	-4	9	100
O=S(=O)(NCCSCc1ccc(Cl)cc1Cl)c1ccc2c(c1)OCCO2	nt	nt	6	-4	8	27	-5	7	nt
CCCCNC(=O)CNC(=O)c1cccs1	98	98	-11	10	9	-5	-7	15	115
COC(=O)c1ccc(Sc2ccccc2NS(=O)(=O)c2ccc(C)cc2)nc1	nt	nt	3	-1	6	20	-6	-12	nt
Cc1ccccc1S(=O)(=O)c1c(C)cc(-c2ccccc2)[nH]c1=O	nt	nt	21	-18	0	-7	-7	15	nt
COC(=O)c1cc2ccsc2n1CC(=O)Nc1cc(Cl)ccc1OC	nt	nt	-8	10	0	19	-9	-6	nt
CCCCN(C)CCNC(=O)Cn1ncc2c(=O)oc3ccc(C)cc3c21	114	90	nt	nt	3	8	-4	-1	92
CCC(=O)n1nc(-c2ccco2)nc1N	nt	nt	-8	7	-2	1	-1	11	nt
O=C(Nc1cccc(F)c1)C1CC(=O)N(c2ccc(Br)cc2)C1 (configuration not stated)	89	nt	14	-16	8	14	-3	-17	108
O=C(Nc1ccccc1)c1n[nH]c(Cn2cncn2)n1	nt	nt	-6	4	-8	6	-6	-7	nt
O=C(CSC1CC(=O)N(CCc2ccccc2)C1=O)Nc1ccc(Br)cc1 (configuration not stated)	nt	nt	-19	20	0	6	-8	15	nt
Cc1c(C(=O)NCc2ccco2)oc2ccc(S(=O)(=O)N3CCC4(CC3)OCCO4)cc12	89	83	10	-9	1	23	-13	-12	90
O=C(Cn1ncc2c(=O)oc3ccccc3c21)N1CCN(C(=O)c2ccco2)CC1	nt	nt	0	2	7	19	-2	0	nt
CCCC(C)n1[nH]c(=O)c2c(C)cc(C)nc21 (configuration not stated)	106	96	12	-9	-10	4	-7	-11	100
CC(=O)NCCn1c(SCc2cc(=O)n3cc(Cl)ccc3n2)nc2ccccc2c1=O	nt	nt	4	-4	1	-1	22*	-37	nt
O=C(CSc1c[nH]c2ccccc12)N1CCCc2ccccc21	83	81	7	-8	1	31*	-3	-5	84
CS(=O)(=O)N1CCN(C(=O)c2cc3ccccc3oc2=O)CC1	100	89	nt	nt	nt	-2	nt	nt	102
CCN(CC(=O)NC)S(=O)(=O)c1ccc(Br)cc1	94	102	-9	7	-11	3	-5	-22	103
COc1cc(CC(=O)Nc2ccc(S(=O)(=O)N(C)C)cc2)cc(OC)c1OC	108	102	-19	18	4	5	-4	-11	105
CSc1nnc(C)c(/C=C/Nc2ccc(C)cc2)n1	nt	nt	-4	3	-6	12	-4	20	nt
CN(C)C(=O)c1snnc1-c1ccccc1	90	97	4	-6	-6	-2	-9	1	99
CC(C)COC(=O)c1cccc2c1-c1ccccc1/C2=N\O	43	41	-4	6	4	nt	-2	-11	98
COc1ccc(-n2c(C)nc3cc(C(=O)N4CCOCC4)ccc32)cc1	nt	nt	2	0	-5	6	-8	6	nt
Clc1ccc2noc(-c3ccccc3)c2c1	96	97	9	-11	-6	3	-7	2	108
O=C1NC(Nc2nccs2)(C(F)(F)F)C(=O)N1CCc1ccccc1 (configuration not stated)	102	nt	3	-2	-2	1	-8	4	100
Cc1cccc2cc(CN(CCCO)C(=O)Nc3ccccc3Cl)c(=O)[nH]c12	86	77	4	-6	1	10	-4	-3	98
O=c1c2ccccc2sn1-c1cc(S(=O)(=O)N2CCOCC2)ccc1N1CCCC1	73	1.0*	-23	22	4	12	-6	4	55
COc1ccc(S(=O)(=O)N2Cc3ccccc3CC2C(=O)Nc2nccs2)cc1 (configuration not stated)	91	71	-4	3	-2	36*	-6	11	93
O=C(CCCOc1ccc(Cl)cc1Cl)NCCCO	108	96	nt	nt	nt	0	nt	nt	99
CCCCCCCSc1nc(N)cc(=O)[nH]1	72	94	-3	4	4	7	-4	-15	98
COCCn1nnnc1C(c1cccc(C(F)(F)F)c1)N1CCN(Cc2ccccc2)CC1 (configuration not stated)	96	98	-9	11	0	9	-3	2	98
Cc1cnn(CCC(=O)NNC(=S)Nc2ccccc2)c1	nt	nt	-16	17	3	4	-10	0	nt
O=S(=O)(N1CCCCCC1)N1CCN(S(=O)(=O)N2CCCCC2)CC1	88	96	2	1	-1	-2	-5	-7	92
COC(=O)c1ccccc1NC(=O)c1cc(OC)cc(OC)c1	90	87	7	-5	-13	4	-2	-44	112
CCCCCCCCNc1ncnc2ccccc12	72	65	-10	10	-6	9	-3	78*	96
Nc1cc(N)cc(-c2nc3ccccc3[nH]2)c1	89	95	-5	3	-4	-7	-7	6	99
O=C(CN1CCC(n2nnc3cc(F)ccc32)CC1)NCCc1nc2ccccc2[nH]1	105	88	-5	4	-7	-4	-6	-11	97
COc1ccc(O)c(C(=O)c2cc(C#N)c(=O)n(CC3CCCO3)c2)c1 (configuration not stated)	92	87	17	-15	-2	17	-10	7	100
CCOC(=O)C1CCCN(C(=O)Cn2cccc2C(=O)c2ccccc2)C1 (configuration not stated)	nt	nt	14	-16	14	31*	-4	9	nt
COc1cc(NS(=O)(=O)c2ccc3c(c2)oc(=O)n3C)cc(OC)c1OC	71	27*	nt	nt	14	13	-4	-3	92
Cc1oc2c(c1C(=O)NCc1ccccc1)CCCC2	95	96	-10	11	-8	7	-2	13	101
CCN(CC)c1nc(N(CC)CC)[nH]c(=O)n1	99	97	-4	9	5	nt	-3	-15	100
COc1ccc(N(CC(=O)Nc2cc(OC)ccc2OC)S(=O)(=O)c2c(C)nn(C)c2C)cc1	98	94	-2	4	-3	9	2	-43	88
Cc1ccc2c(c1)/C(=N/O)CCS2	96	100	0	2	-3	9	-5	-2	110
Clc1ccc2nc(C3CCN(Cc4ccccc4)CC3)[nH]c2c1	nt	nt	3	1	1	2	-5	15	nt
CCCCN(CCCC)Cc1ccc(N)cc1	105	86	-10	11	2	-4	-7	-12	101
CCCc1cc(=O)[nH]c(SCC(=O)NC)n1	105	92	nt	nt	-10	-6	-4	3	105
Cn1c(SCCN2CCCCC2)nnc1-c1ccccc1Br	99	52	-12	14	3	1	-7	-4	94
Cc1nc2ccc(N)cc2s1	99	105	11	-12	0	6	-2	10	113
CC1(C)CC2(CCO1)OC(=O)CC2C(=O)NCCc1ccccc1 (configuration not stated)	92	92	9	-9	-5	9	-2	-13	99
O=C(Nc1ncc(C(F)(F)F)cc1Cl)C1COc2ccccc2O1 (configuration not stated)	100	102	-14	12	-2	3	0	-5	103
O=C(c1ccccc1)c1ccc(C(=O)N2CCN(c3ccc(F)cc3)CC2)o1	85	76	-2	2	-2	-1	-4	14	96
O=C(NC1CCCC1)C(c1ccsc1)N(Cc1ccco1)C(=O)Cc1cccs1 (configuration not stated)	97	62	-4	4	7	21	2	8	88
COc1ccc(N2CCN(C(=O)C3CCCO3)CC2)cc1 (configuration not stated)	103	96	4	-7	-5	0	-5	-8	101

Screens from PubChem BioAssay.
